Screening results deposited in PubChem BioAssay by Broad Institute.
Xi reactivation – X-chromosome reactivation activator. XiGFP mouse fibroblasts, % GFP-positive cells imaging, 3 d; cells co-treated with 5-aza-dC sensitizer; scaled so ellipticine positive control = 100%. activation, % at 7.58 µM. actives 0.055% (n = 360,000). AID 743238;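 active means mean normalized replicate activation at least 10% and every replicate at or above 10%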;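 further: 0% = median of on-plate neutral control wells and 100% = ellipticine 6 µM median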
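System: 68-5-11 XiGFP fibroblast line; Timing: 3 days compound exposure; Compound dosing: one concentration, pinned; Benchmarks: positive control ellipticine, 6 µM final; Buffer or medium: DMEM containing 5-aza-dC.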
RAD52 anneal inh – inhibitors of human RAD52 DNA annealing; P43351; recombinant RAD52 DNA annealing, FRET fluorescence; inhibition, % at 18.7 µM; actives 0.46% (n = 360,000); AID 651710;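 active means every replicate showing at least 50% inhibition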
RAD54 branch – blocks human RAD54 Holliday junction branch migration | Q92698 | FAM/BHQ fluorescence | inhibition, % at 10.4 µM | actives 0.14% (n = 360,000);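 active means mean normalized replicate activity at least 40 and at least half of replicates scoring 40 or more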;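 further: 0% = median of neutral control wells and 100% = median of positive control wells; inhibitors cause a drop in the FAM fluorescence signal; in these data hits start at about 50%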
esBAF inh – inhibitors of esBAF chromatin remodeling in mouse ES cells; Bmi1-luciferase knock-in reporter, 24 h; 100% = twice the neutral-well signal; reporter increase, % at 12.5 µM; actives 2% (n = 350,000); AID 602393; in the data active means activation above about 40%;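 further: 0% = median of the plate's neutral control wells and 100% = double that signal; a rise in the Bmi1 reporter signal indicates esBAF inhibition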
S100A4 MyoIIA – S100A4-myosin IIA interaction inhibition. S100A4/TAMRA-MyoIIA peptide fluorescence polarization. inhibition, % at 10.7 µM. actives 0.14% (n = 360,000). AID 652163;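 active means mean inhibition of at least 70% across replicates, with every replicate also reaching that level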
Target sequence (P26447 whole entry, looked up): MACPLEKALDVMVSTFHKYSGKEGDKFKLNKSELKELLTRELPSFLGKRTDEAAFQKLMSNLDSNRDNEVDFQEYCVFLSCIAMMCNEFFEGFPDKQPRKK
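Material: S100A4 monomer protein | Medium: HEPES pH 7.2 with CaCl2, KCl, NaCl, DTT, Triton | Reagent: Labelled myosin peptide probe, 5 nM | Doses: One dose per compound | Times: 5 min incubation before reading | Benchmarks: Neutral control DMSO, positive control TFP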
FN deposition inh – fibronectin deposition inhibition. AH1F fibroblasts, Alexa488-fibronectin deposition fluorescence, overnight. AID 743247. inhibition, % at 12.6 µM. actives 0.086% (n = 350,000);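 active means mean inhibition across replicates of 30% or more, regardless of how many single replicates reach that level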;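 further: positive control wells lacked labelled fibronectin entirely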
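Material – AH1F fibroblast monolayer, labelled fibronectin deposition · Reagent – labelled fibronectin 24 nM · Timing – 1 h adhesion, overnight exposure · Measured by – fluorescence at 485 nm excitation, 525 nm emission · Read-out – inhibition of fibronectin deposition signal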
EWS-Fli inh – inhibitors of EWS/Fli oncoprotein transcriptional activity. A673 NR0B1-luciferase reporter, viability-normalised. inhibition, % at 12.6 µM. actives 0.67% (n = 350,000);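 active means mean inhibition of at least 50% after viability correction, with every replicate also passing that limit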;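 further: firefly luciferase signal divided by Alamar Blue viability fluorescence both relative to DMSO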
E-sel inducer – E-selectin induction on HUVECs; P16581; HUVEC E-selectin immunofluorescence imaging; normalized: neutral wells 0, TNF-alpha wells 100; activation, % at 7.58 µM; actives 0.37% (n = 260,000);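 active means mean E-selectin-positive cell signal at least 10% of the positive control, reached in at least 60% of replicates, without over 20% cell loss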;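 further: in these data hits start at about 27%; measured in HUVEC primary endothelial cells; signal is the percent of cells scored E-selectin positive by PE staining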
Target sequence (P16581 whole entry, looked up): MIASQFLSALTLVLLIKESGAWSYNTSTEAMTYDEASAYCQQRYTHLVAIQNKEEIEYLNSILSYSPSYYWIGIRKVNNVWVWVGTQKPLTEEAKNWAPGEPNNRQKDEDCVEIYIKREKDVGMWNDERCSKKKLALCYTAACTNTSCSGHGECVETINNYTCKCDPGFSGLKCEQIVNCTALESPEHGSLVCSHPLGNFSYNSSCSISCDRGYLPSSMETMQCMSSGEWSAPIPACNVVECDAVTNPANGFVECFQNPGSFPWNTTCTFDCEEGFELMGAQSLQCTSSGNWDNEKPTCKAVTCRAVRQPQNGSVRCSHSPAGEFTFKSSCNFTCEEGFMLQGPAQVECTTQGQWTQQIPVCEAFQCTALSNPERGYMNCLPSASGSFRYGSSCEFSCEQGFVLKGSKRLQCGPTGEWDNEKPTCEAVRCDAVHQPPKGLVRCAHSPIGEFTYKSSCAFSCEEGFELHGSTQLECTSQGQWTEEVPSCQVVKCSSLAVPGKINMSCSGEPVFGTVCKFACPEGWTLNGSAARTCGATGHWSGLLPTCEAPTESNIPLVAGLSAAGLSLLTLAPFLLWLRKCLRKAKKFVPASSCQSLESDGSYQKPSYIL
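assay system = HUVEC, human umbilical vein endothelial cells | input = 3,000 HUVEC seeded per well | medium = EGM-2 growth medium on 0.1% gelatin-coated wells | dosing = one compound dose added by pin transfer | signal = immunofluorescence imaging | read-out basis = % PE-positive cells | control set = TNF-alpha, DMSO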
* hit, by the source's call; · = not tested or not shown.

SMILES	Xi reactivation	RAD52 anneal inh	RAD54 branch	esBAF inh	S100A4 MyoIIA	FN deposition inh	EWS-Fli inh	E-sel inducer
CCC(=O)NCCc1nc2ccccc2n1CC	0.1	2	-3	2	9	0	-7	·
O=C(CSc1nc(=O)n(CCCN2CCOCC2)c2c1CCC2)Nc1cccc(F)c1	0.0	-5	-22	4	8	-6	-2	·
CO[C@@H]1CN(C)C(=O)c2cc(NS(C)(=O)=O)ccc2OC[C@H](C)N(Cc2nccs2)C[C@@H]1C	-0.3	-1	3	-2	-6	1	1	0.4
COc1ccc(S(=O)(=O)N2CCOCC2)cc1NC(=O)CCCSc1ccccc1	-0.1	-7	-8	-2	-3	5	-1	-1.9
CC(NC(=O)CCN1C(=O)c2ccccc2C1=O)c1ccccc1 (configuration not stated)	0.1	9	-8	6	-2	-1	-22	0.7
C[C@H]1CCCCO[C@@H](CN(C)C(=O)Nc2ccc3c(c2)OCO3)[C@@H](C)CN([C@@H](C)CO)C(=O)c2cc(N(C)C)ccc2O1	-1.1	7	-1	1	-1	·	-6	-0.3
O=C(CN1CCN(Cc2ccccc2)C1=O)NCc1cccs1	-0.1	2	-6	35	-2	-7	3	0.8
COc1ccc(S(=O)(=O)Nc2cccc3c2O[C@@H](CN(C)Cc2ccc(Cl)c(Cl)c2)[C@@H](C)CN([C@H](C)CO)C3=O)cc1	-0.1	·	·	2	·	-19	-7	0.1
OC(c1ccc(F)cc1)c1nc(-c2cnc3ccccc3c2)cs1 (configuration not stated)	0.0	-18	0	48*	-4	1	-67	0.2
Cc1cc(NCC(c2ccccc2)c2ccccc2)n2ncnc2n1	0.2	-2	-5	9	6	-1	1	-2.4
O=C(Nc1ccc2c(c1)OCO2)C1CC1	0.0	-11	1	36	-4	0	-42	·
CCOC(=O)C1CCCN(C(=O)c2ccc3[nH]c4c(c3c2)CC(C)CC4)C1 (configuration not stated)	-0.1	-19	7	0	1	7	-2	·
O=C(c1cccnc1)N1CCCc2ccccc21	·	1	0	-3	-8	·	·	·
CCn1nc(C(=O)Nc2cc(Cl)ccc2-n2cncn2)c2ccccc2c1=O	-0.1	-7	4	-2	-5	7	7	·
O=C(c1ccc(-n2cncn2)c([N+](=O)[O-])c1)N1CCN(S(=O)(=O)c2ccc(F)c(F)c2)CC1	-0.1	-10	3	3	2	-9	-4	0.0
COc1ccc(NC(=O)N(C)C[C@H]2Oc3ccc(NS(=O)(=O)c4cn(C)cn4)cc3CC(=O)N([C@H](C)CO)C[C@H]2C)cc1	-1.4	1	7	-5	7	3	1	-0.1
CCNC(=O)C[C@@H]1CC[C@@H]2[C@@H](COc3ccc(NC(=O)Nc4ccccc4F)cc3C(=O)N2C)O1	0.0	-9	4	-5	-8	-5	-3	0.1
Cc1ccc(NC(=O)NNC(=O)COc2ccc([N+](=O)[O-])cc2)cc1C	0.1	-17	-5	-4	-2	-3	-4	-3.5
CN1C(=O)c2cc(NC(=O)c3cc(F)cc(F)c3)ccc2OC[C@@H]2O[C@H](CC(=O)O)CC[C@H]21	0.0	6	-5	-1	3	1	3	0.1
COC(=O)c1cc(-c2ccc(OC)cc2)on1	-0.1	-12	1	-8	-4	4	8	·

Marked active in esBAF inh (from the list above):
SMILES,RAD52 anneal inh,esBAF inh,S100A4 MyoIIA
OC(c1ccc(F)cc1)c1nc(-c2cnc3ccccc3c2)cs1 (configuration not stated),-18,48*,-4

The main list resumes with the 3 entries that preceded the break.
SMILES	Xi reactivation	RAD52 anneal inh	RAD54 branch	esBAF inh	S100A4 MyoIIA	FN deposition inh	EWS-Fli inh	E-sel inducer
Cc1ccc(NC(=O)NNC(=O)COc2ccc([N+](=O)[O-])cc2)cc1C	0.1	-17	-5	-4	-2	-3	-4	-3.5
CN1C(=O)c2cc(NC(=O)c3cc(F)cc(F)c3)ccc2OC[C@@H]2O[C@H](CC(=O)O)CC[C@H]21	0.0	6	-5	-1	3	1	3	0.1
COC(=O)c1cc(-c2ccc(OC)cc2)on1	-0.1	-12	1	-8	-4	4	8	·
COc1ccc(CCNC(=O)/C=C\c2ccccc2)cc1OC	0.1	-27	5	·	6	11	-14	2.4
Cc1c(OCC(=O)N2C[C@H]3C[C@@H](C2)c2cccc(=O)n2C3)ccc2c3c(c(=O)oc12)CCC3	·	-4	0	-4	-8	·	12	·
CCOc1ccccc1N(C(=O)CNS(=O)(=O)c1ccccc1)C(CC)C(=O)NCc1ccco1 (configuration not stated)	·	-82	-2	2	5	·	4	·
O=C(CN1C(=O)NC2(CCCC2)C1=O)OCCOc1ccc(Br)cc1	0.2	-5	4	0	1	1	-2	-0.6
COc1ccccc1N1CC(C(=O)Nc2nnc(SCC(=O)N3CCCC3)s2)CC1=O (configuration not stated)	-0.2	-6	0	·	2	4	-7	·
Cn1cc(Cl)c(C(=O)Nc2nccs2)n1	0.0	-12	·	21	0	1	-41	0.0
CSCCC(NC(=O)c1ccco1)C(=O)NC1CCCCCC1 (configuration not stated)	0.2	-1	·	4	-37	-5	-6	0.0
CN(CC(=O)Nc1ccccc1Cl)C(=O)COC(=O)c1nc(Cl)ccc1Cl	0.0	-10	·	·	-6	2	-2	-1.0
CCCNC(=O)Cn1c(=O)oc2cc(S(=O)(=O)N3CCCC3)ccc21	0.2	-53	0	-12	-1	13	-10	0.6
S=C(Nc1ccccc1)N1CCn2cccc2C1c1cccnc1 (configuration not stated)	0.0	-50	·	·	-1	-2	-4	·
O=C(CCc1c[nH]c2ccccc12)NCCc1ccc(O)cc1	0.2	-7	2	-1	1	0	12	-0.2
Nn1c(SCC(=O)Nc2ccc3c(c2)CCC3)nnc1C1CC1	0.3	-15	0	3	5	·	-2	·
O=S(=O)(NCCC1=CCCCC1)c1ccc(Br)cc1	0.0	-11	-5	0	0	-8	·	-0.3
CCS(=O)(=O)N[C@H]1C=C[C@H](CC(=O)N2CCCCC2)O[C@H]1CO	0.0	-34	-16	4	-7	3	-2	-0.1
C/C(=C\C1CCCCC1)C(NC(=O)c1ccc(C(F)(F)F)cc1)c1ccc(-c2ccccc2)cc1 (configuration not stated)	0.0	0	-2	-2	-2	0	3	0.5
COc1ccccc1CNC(=O)COC(=O)CCN1C(=O)C2CC=CCC2C1=O (configuration not stated)	0.9	-9	2	4	1	-2	0	-0.3
CN(C)CCCN(C(=O)c1nc2ccccc2s1)c1nc2ccc(F)cc2s1	0.0	84*	2	·	1	-18	-11	4.1
CCC(=O)Nc1ccc2c(c1)OC[C@@H](C)N(C(C)=O)C[C@@H](C)[C@H](OC)CN(C)C2=O	0.1	4	5	0	12	-1	-2	0.3
Cc1ccc(NC(=O)CSc2nnc(NC(=O)C3CC3)s2)cc1C	-0.1	-5	-1	-3	-2	9	-2	0.6
CC12CN(C(=O)c3ccc([N+](=O)[O-])cc3)CC(C)(CN(C(=O)c3ccc([N+](=O)[O-])cc3)C1)C2=O	-0.1	-4	·	·	3	-4	20	·

The final 5 compounds of the part before come first, to join the parts.
SMILES	Xi reactivation	RAD52 anneal inh	RAD54 branch	esBAF inh	S100A4 MyoIIA	FN deposition inh	EWS-Fli inh	E-sel inducer
COc1ccccc1CNC(=O)COC(=O)CCN1C(=O)C2CC=CCC2C1=O (configuration not stated)	0.9	-9	2	4	1	-2	0	-0.3
CN(C)CCCN(C(=O)c1nc2ccccc2s1)c1nc2ccc(F)cc2s1	0.0	84*	2	·	1	-18	-11	4.1
CCC(=O)Nc1ccc2c(c1)OC[C@@H](C)N(C(C)=O)C[C@@H](C)[C@H](OC)CN(C)C2=O	0.1	4	5	0	12	-1	-2	0.3
Cc1ccc(NC(=O)CSc2nnc(NC(=O)C3CC3)s2)cc1C	-0.1	-5	-1	-3	-2	9	-2	0.6
CC12CN(C(=O)c3ccc([N+](=O)[O-])cc3)CC(C)(CN(C(=O)c3ccc([N+](=O)[O-])cc3)C1)C2=O	-0.1	-4	·	·	3	-4	20	·
CCOc1ccc(S(=O)(=O)N(CC(=O)NCC2CCCO2)c2ccc(F)cc2)cc1 (configuration not stated)	0.2	-3	-6	-2	-3	-4	-2	·
CC(=O)Nc1ccc(S(=O)(=O)Nc2cccc(-c3cn4c(n3)SCC4)c2)cc1	0.3	-22	·	·	-13	7	-54	·
Cc1ccc(NC(=S)N(CCN(C)C)Cc2cc3cccc(C)c3[nH]c2=O)cc1	-0.1	-25	8	-2	2	5	8	·
CCOc1nc(NCCN2CCOCC2)nc(Nc2ccc([N+](=O)[O-])cc2)n1	0.0	7	·	·	-2	0	-8	0.0
Cc1ccc(-c2c[nH]c(=S)n2-c2ccccc2)cc1	0.0	-2	·	18	-1	·	-17	·
CC1CCCN(CCCNS(=O)(=O)c2ccc3c(c2)CCN3C(=O)C2CC2)C1 (configuration not stated)	0.0	-14	3	-3	-3	-1	-6	1.3
COc1ccccc1NC(=O)C1CCCN(S(=O)(=O)c2ccccc2)C1 (configuration not stated)	0.0	-4	4	-3	-3	-8	-1	0.9
Cc1cc(C(=O)Nc2cccc3c2O[C@H](CN(C)C(=O)Nc2ccc4c(c2)OCO4)[C@H](C)CN([C@@H](C)CO)C3=O)n(C)n1	-0.6	13	13	-6	-6	1	-3	1.7
C#Cc1ccc([C@H]2C=C(C(=O)O)O[C@@H](OCCCCO)C2)cc1	0.0	·	2	-1	·	0	-12	1.0
CCN1CCCC1CNC(=O)c1ccc(Sc2ccccc2Cl)c([N+](=O)[O-])c1 (configuration not stated)	0.1	26	3	3	5	7	18	0.0
O=C1C2C(C(=O)N1CCN1CCN(Cc3ccc([N+](=O)[O-])cc3)CC1)[C@H]1C=C[C@@H]2C1 (some centres not stated)	-0.1	10	·	·	-12	-1	29	-0.6
COCC(=O)N(C)C[C@@H]1Oc2ncc(C#Cc3ccc(F)cc3)cc2C(=O)N([C@@H](C)CO)C[C@H]1C	-1.0	10	0	8	2	-1	-14	1.0
Cc1ccc(NC(=O)CCC(=O)N/N=C/c2cc([N+](=O)[O-])ccc2O)cc1	-0.2	·	-2	·	·	-2	·	-0.1

2 entries picked at random from the list so far, as already listed:
SMILES	Xi reactivation	RAD52 anneal inh	RAD54 branch	esBAF inh	S100A4 MyoIIA	FN deposition inh	EWS-Fli inh	E-sel inducer
COc1ccc(CCNC(=O)/C=C\c2ccccc2)cc1OC	0.1	-27	5	·	6	11	-14	2.4
COc1ccccc1N1CC(C(=O)Nc2nnc(SCC(=O)N3CCCC3)s2)CC1=O (configuration not stated)	-0.2	-6	0	·	2	4	-7	·
